Pf apPOL block = Pf-apPOL DNA polymerase inhibition | 0.25% of 210,000 active | AID 1794808 | Recombinant Pf-apPOL, molecular beacon fluorescence, 1.5 h | inhibition, % at 10 µM
mHTT-CaM PPI inh = mHTT-calmodulin interaction abrogation; inhibition, % at 15 µM; P42858; AlphaScreen His-mHTT/GST-CaM binding, luminescence; 3.6% of 190,000 active;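 note: 0% = both proteins with DMSO and 100% = one protein alone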
Target sequence (P42858 whole entry, looked up, stated change not applied): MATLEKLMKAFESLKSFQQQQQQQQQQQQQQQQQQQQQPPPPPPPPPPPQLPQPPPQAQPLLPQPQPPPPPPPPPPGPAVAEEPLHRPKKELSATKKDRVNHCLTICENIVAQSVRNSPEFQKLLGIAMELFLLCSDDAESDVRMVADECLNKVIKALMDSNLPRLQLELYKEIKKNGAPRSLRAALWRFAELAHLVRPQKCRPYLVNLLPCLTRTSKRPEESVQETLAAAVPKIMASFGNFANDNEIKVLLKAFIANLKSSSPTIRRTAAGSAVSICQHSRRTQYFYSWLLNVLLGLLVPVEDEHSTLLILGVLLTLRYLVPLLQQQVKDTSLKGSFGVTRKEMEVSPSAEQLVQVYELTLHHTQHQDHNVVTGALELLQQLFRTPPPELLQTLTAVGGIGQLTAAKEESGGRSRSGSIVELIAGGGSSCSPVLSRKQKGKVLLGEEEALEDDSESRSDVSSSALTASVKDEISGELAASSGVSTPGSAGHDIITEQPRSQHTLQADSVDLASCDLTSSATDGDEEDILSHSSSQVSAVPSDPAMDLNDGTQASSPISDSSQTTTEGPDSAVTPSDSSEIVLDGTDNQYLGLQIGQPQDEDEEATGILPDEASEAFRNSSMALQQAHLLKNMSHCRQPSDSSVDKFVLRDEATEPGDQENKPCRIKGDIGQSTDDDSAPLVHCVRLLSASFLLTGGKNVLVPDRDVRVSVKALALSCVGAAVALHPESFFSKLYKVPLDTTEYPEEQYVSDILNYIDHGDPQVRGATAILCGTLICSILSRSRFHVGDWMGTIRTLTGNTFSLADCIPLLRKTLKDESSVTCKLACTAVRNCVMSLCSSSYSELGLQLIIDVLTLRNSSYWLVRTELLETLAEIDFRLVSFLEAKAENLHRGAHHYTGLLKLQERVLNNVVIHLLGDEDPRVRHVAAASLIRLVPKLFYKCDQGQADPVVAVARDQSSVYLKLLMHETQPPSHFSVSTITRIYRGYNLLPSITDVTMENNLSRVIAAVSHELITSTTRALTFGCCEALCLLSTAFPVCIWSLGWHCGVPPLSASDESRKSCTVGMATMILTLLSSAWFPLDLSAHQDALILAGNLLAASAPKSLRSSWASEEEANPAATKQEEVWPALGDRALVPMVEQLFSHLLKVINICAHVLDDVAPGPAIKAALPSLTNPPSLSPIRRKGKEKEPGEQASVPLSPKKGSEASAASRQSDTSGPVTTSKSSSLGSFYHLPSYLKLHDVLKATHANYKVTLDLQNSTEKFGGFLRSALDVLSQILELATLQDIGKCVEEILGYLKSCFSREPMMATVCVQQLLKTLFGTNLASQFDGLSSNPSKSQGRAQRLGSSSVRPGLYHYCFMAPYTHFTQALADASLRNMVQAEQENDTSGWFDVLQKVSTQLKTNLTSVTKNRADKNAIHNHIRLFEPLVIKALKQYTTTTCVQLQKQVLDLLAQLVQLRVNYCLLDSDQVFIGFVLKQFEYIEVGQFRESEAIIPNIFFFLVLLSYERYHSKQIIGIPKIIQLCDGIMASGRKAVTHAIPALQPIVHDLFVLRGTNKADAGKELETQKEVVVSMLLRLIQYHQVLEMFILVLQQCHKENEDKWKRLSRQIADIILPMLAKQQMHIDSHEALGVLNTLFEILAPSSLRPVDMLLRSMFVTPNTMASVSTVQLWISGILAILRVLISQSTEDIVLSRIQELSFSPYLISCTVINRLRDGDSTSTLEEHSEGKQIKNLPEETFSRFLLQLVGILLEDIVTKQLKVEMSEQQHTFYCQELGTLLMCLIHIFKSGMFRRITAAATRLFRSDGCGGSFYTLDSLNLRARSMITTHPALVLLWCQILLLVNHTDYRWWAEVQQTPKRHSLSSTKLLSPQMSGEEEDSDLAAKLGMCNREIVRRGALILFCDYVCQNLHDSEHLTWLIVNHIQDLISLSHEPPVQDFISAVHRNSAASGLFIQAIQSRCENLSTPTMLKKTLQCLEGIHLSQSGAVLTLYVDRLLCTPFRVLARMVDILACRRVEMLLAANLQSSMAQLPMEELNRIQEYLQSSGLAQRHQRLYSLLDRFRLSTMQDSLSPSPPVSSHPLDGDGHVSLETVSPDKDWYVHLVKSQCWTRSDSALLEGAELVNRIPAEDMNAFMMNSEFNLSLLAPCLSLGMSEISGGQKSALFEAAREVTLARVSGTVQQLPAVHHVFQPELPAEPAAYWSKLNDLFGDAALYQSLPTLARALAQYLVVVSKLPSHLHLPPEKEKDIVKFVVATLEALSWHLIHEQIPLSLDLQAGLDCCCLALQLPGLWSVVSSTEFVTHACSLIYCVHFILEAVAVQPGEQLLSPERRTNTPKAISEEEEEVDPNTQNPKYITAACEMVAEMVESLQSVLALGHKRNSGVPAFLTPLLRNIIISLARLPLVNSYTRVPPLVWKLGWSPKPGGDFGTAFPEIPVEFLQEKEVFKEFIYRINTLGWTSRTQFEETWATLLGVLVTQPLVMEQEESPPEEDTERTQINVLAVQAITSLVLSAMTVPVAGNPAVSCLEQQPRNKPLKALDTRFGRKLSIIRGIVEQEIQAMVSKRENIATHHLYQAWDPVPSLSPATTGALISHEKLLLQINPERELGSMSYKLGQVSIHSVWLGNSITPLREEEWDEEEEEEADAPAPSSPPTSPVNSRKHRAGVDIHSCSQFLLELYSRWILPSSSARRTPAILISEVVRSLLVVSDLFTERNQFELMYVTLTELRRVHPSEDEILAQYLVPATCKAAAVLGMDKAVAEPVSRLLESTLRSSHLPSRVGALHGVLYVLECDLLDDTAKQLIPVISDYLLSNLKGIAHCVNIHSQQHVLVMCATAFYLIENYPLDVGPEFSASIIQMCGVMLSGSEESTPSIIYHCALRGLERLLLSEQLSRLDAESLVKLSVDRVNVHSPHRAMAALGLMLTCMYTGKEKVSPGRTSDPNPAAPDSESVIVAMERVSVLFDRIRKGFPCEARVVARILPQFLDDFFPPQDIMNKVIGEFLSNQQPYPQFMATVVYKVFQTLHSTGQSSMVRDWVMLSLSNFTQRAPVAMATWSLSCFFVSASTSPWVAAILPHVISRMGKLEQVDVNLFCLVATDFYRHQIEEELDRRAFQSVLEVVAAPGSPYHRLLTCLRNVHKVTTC
* hit, by the source's call; i = inactive; nt = not tested or not shown; & = joins results of further samples. Cut-off read from the data, not from the text of the source: active = inhibition above about 50%; inactive = the rest.

molecule | Pf apPOL block | mHTT-CaM PPI inh
c1ccc2c(c1)OCC(c1csc3ncnc(N4CCOCC4)c13)O2 (stereo not drawn) | -10.2 | -0.6
c1ccc2c(c1)nnn2CN1CCN(Cn2nnc3ccccc32)CC1 | -0.4 | -2.0
O=C(NCc1cccnc1)C1CCN(S(=O)(=O)N2CCOCC2)CC1 | -12.5 | -3.0
COc1cccc(CNC(=O)C2CCN(c3cc(=O)n(C)c(=O)n3C)CC2)c1 | -3.0 | 28.4
S=c1[nH]c2ccccc2n1C12CC3CC(CC(C3)C1)C2 | nt | -3.8
COc1ccccc1N1CCN(C2CCN(Cc3c[nH]c4ccccc34)CC2)CC1 | 0.4 | 9.9
CC1c2ccsc2CCN1C(=O)c1cccs1 (stereo not drawn) | 1.0 | nt
COc1ccc(OC)c(C=C2Oc3c(ccc4c3CN(Cc3ccccn3)CO4)C2=O)c1 | 47.2 | 100.1*
O=C(CSc1cn(Cc2ccccc2Cl)c2ccccc12)Nc1ccc2c(c1)OCCO2 | -6.5 | 22.0
O=C(c1ccc(OCC2CCN(C(=O)c3cccc(Cl)c3)CC2)cc1)N1CCOCC1 | -3.9 | 12.4
O=C1OC(c2cc([N+](=O)[O-])ccc2Cl)=N/C1=C\c1ccc(Br)o1 | -0.6 | 8.0
COc1ccc(CNC(=O)C(=O)Nc2cccc(F)c2)cc1 | -9.3 | 0.7
CCC(=O)Nc1ccc(SCC(=O)Nc2ccc(F)c(Cl)c2)nn1 | -7.2 | -9.1
O=C(NCCn1ncccc1=O)c1ccc(OCc2nc(-c3ccco3)cs2)cc1 | -21.1 | -5.8
CC(CC(=O)NC1CCCCC1)S(=O)O (stereo not drawn) | -9.6 | -1.6
O=C(CN1CCc2ccccc2C1C(=O)N1CCCCC1)NCc1cccc(Cl)c1 (stereo not drawn) | -1.7 | -1.2
CCCCN(C)S(=O)(=O)c1ccc(C(=O)Nc2nnc(-c3ccc(F)cc3)o2)cc1 | -10.7 | 32.0
CSc1sc(C)cc1C1C(C(=O)Nc2cc(C)ccn2)=C(C)NC2=C1C(=O)CCC2 (stereo not drawn) | 8.8 | 25.0
CC(C)c1ccccc1NC(=O)CSc1nnc(COc2ccc3c(c2)CCCC3)o1 | -1.5 | -1.5
CC(CCc1ccccc1)NC(=O)c1ccc(NC(=O)C2COc3ccccc3O2)cc1 (stereo not drawn) | 1.7 | -0.6
CCc1onc(C)c1C1CCCN1C(=O)Nc1ccc(F)cc1F (stereo not drawn) | -4.5 | -0.2
Cc1cc2c(c(C)c1Cl)C(c1ccc3c(c1)OCO3)CC(=O)O2 (stereo not drawn) | -1.0 | 0.3
CCc1ccc(N2C(=O)C3N=NN(c4cccc(C)c4)C3C2=O)cc1 (stereo not drawn) | -0.9 | -11.9
O=C1C(=Cc2cccs2)CCCC1=Cc1cccs1 | 6.9&7.8 | nt
c1ccc(-c2noc(CN3CCN(C(c4ccccc4)c4ccccc4)CC3)n2)cc1 | nt | -7.3
Cn1nc(-c2nc(C3CC3)no2)c2c1CCN(C(=O)C1(c3ccccc3)CC1)C2 | -4.3 | 23.2
O=C(CN1CCC(c2nc(-c3cccs3)no2)CC1)NC1CCCCC1 | 1.4 | -3.6
COc1cccc2cc(C(=O)Oc3c(C)ccc(C)c3C)c(=O)oc12 | -8.8 | 2.7
O=C(Cc1ccc(F)cc1)N1CCCC1c1ccccc1Cl (stereo not drawn) | -7.1 | 6.3
Cc1ccc(C(=O)N2CCCC(OCc3nc(C4CC4)no3)C2)s1 (stereo not drawn) | 2.7 | -6.5
Cc1ccc(F)c(NC(=O)C(C)(C)Oc2ccc(Cl)cc2)c1 | 10.1 | -115.1
COc1cc(NC(=O)N2CC3CCCN3c3ccccc32)cc(OC)c1 (stereo not drawn) | 3.9 | 49.6
CC1(C)Cc2cccc(OCC(=O)NC3CCCCC3)c2O1 | -3.2 | -6.1
CCN1/C(=C2\SC(=S)N(C)C2=O)Sc2ccc(Cl)cc21 | nt | 0.5
CC(=O)NCc1csc(C2CCN(S(=O)(=O)c3ccc(F)c(F)c3)CC2)n1 | -2.2 | -4.5
COc1ccc(C(=O)N2CCC3(CC2)NC(=O)N(Cc2ccccc2)C3=O)c(C)c1 | 0.5 | 2.1
O=C(NC1CC1)C1CCN(c2nc3ccc(-c4cccc(F)c4)nc3s2)CC1 | -3.1 | 2.6
O=C(NCCC1CCN(C(=O)c2ccccc2)CC1)c1ccco1 | -0.4 | 17.5
O=C(NC1CCCCC1)C1CCCN(C(=O)c2ccc(Cl)cc2)C1 (stereo not drawn) | -7.0 | 22.8
Cc1ccc(NC(=O)CC(C)C)cc1Cl | 1.7 | -6.0
CCOC(=O)Nc1ccccc1C(=O)N1CCOCC1 | -5.6 | 0.9
CC(C)(C)c1ccc(Cn2c(CO)nc3ccccc32)cc1 | -7.3 | 32.0
Cc1c(C(=O)n2cnc3ccccc32)cccc1[N+](=O)[O-] | -2.0 | -1.9
CNC(=O)C1CN(C(=O)Cc2cccc(F)c2)CC12CCCC2 (stereo not drawn) | 0.3 | 0.4
CN(CC(=O)N1CCN(c2nc3ccc(F)cc3s2)CC1)S(C)(=O)=O | -16.6 | -7.0
COc1ccccc1C(=O)NCC1Cc2cccc(F)c2O1 (stereo not drawn) | -3.0 | -9.7
COc1ccc(C2=NC3(CCN(CC(=O)Nc4cccc(OC)c4)CC3)NC2=O)cc1 | 1.5 | 4.1
Cc1ccc(NC(=O)C2CC(=O)N(c3cccc(C)c3)C2)cc1 (stereo not drawn) | -2.9 | 0.4
N#CCCS(=O)(=O)c1ccc(Br)cc1 | 21.8 | -6.4
O=C(NCc1ccc(-c2ccc(F)cc2F)o1)c1ccccc1 | -0.7 | nt
CC1Oc2ccccc2OC1C(=O)Nc1ccc(-c2ccn[nH]2)cc1 (stereo not drawn) | -2.1 | -1.2
CCCn1c(C2CCN(C(=O)Nc3ccc(Br)c(C)c3)C2)nc2cccnc21 (stereo not drawn) | -0.6 | 6.8
O=C(Nc1ccc(Cl)cc1Cl)c1cnn2cccnc12 | 2.0 | 3.0
Cc1cc(C(F)(F)F)cc(NNc2c([N+](=O)[O-])cc(C(F)(F)F)cc2[N+](=O)[O-])n1 | 10.8 | nt
Cc1cc(N=C(N)N=C(N)N)no1 | 1.9 | nt
Cc1ccc(C(=O)Nc2c3c(nn2C(C)(C)C)CS(=O)(=O)C3)cc1[N+](=O)[O-] | 0.0 | -1.0
O=C1CC2(CCN(C(=O)CSCc3ccccc3)CC2)Oc2ccccc21 | 11.8 | -6.3
Fc1ccc(-c2nnc(-c3ccccc3Cl)o2)cc1 | 4.2 | -13.2
NS(=O)(=O)c1ccc(NC(=O)CSc2nc3ccccc3[nH]2)cc1 | -0.4 | -2.3
CC(C1CC1)N(C(=O)c1ccc(F)cc1)c1ccccc1 (stereo not drawn) | -0.1&0.5 | nt

New compounds follow:
molecule | Pf apPOL block | mHTT-CaM PPI inh
COc1cc(N)ccc1-c1cc2ccccc2oc1=O | -7.3 | 9.0
O=C(CN1C(=O)CCC1=O)Nc1ccc(N2CCCS2(=O)=O)cc1 | -9.0 | -9.3
Cn1c(=NC(=O)c2ccc(S(=O)(=O)N3CCOCC3)cc2)sc2cc(F)ccc21 | -5.0 | -5.0
CCNS(=O)(=O)c1cccnc1Nc1cccc(F)c1 | -2.8 | 15.6
Cc1cc(C)n(-c2cccc3cccnc23)n1 | -113.0 | 4.1
COc1cccc(NC(=O)C2C3C=CC4(O3)C2C(=O)N(C(C)C)C4C(=O)NC2CCCCC2)c1 (stereo not drawn) | -0.5 | 6.0
O=C(O)c1ccc(CN2C(=O)c3cccnc3C2=O)cc1 | -7.9 | 5.0
O=C(Cc1n[nH]c(=O)[nH]c1=O)N/N=C/c1cc(=O)[nH]c(=O)[nH]1 | nt | i
CCCN1C(=O)COc2ccc(-c3noc(-c4ccc(C(F)(F)F)cc4)n3)cc21 | -0.1 | -3.5
Cc1ccc(NC(=O)c2cc([N+](=O)[O-])ccc2NCCO)cc1Cl | -3.3 | 38.5
Cc1ccc2c(c1)C1CC(C)(O2)N(c2ccc(C(=O)O)cc2)C(=O)N1 (stereo not drawn) | 2.7 | -10.1
COc1cccc(C=C2Oc3cc(OC(=O)C4CC4)ccc3C2=O)c1 | -4.6 | 7.1
Cc1cccn2c(=O)c3cc(C(=O)Nc4ccc(Br)cc4)sc3nc12 | -9.2 | -10.0
COc1ccc(C(=O)Nc2cc(-c3nc4ncccc4o3)ccc2C)cc1[N+](=O)[O-] | -3.0 | 8.0
O=C(c1n[nH]c2ccccc12)N1CCn2c(nnc2-c2ccccc2)C1 | -3.3 | 7.9
CCn1c(SCC(=O)Nc2ccc(C)cc2)nnc1-c1cc(OC)c(OC)c(OC)c1 | 0.9 | 2.1
Cc1ccc(S(=O)(=O)N(CC(=O)NCCSc2ccccn2)c2ccccc2Cl)cc1 | 10.0 | -1.0
CC(C)C(=O)NCCc1csc(C2CCN(C(=O)c3c(F)cccc3F)CC2)n1 | -5.2 | 0.3
CCc1ccc(C(=O)N2CCC(n3c(-c4ccoc4)nc4cccnc43)C2)cc1 (stereo not drawn) | 2.9 | 6.0
Cc1ccc(OCCOCCn2cnc3ccccc3c2=O)c([N+](=O)[O-])c1 | 3.2 | 0.0
Cc1cccc(C(=O)Nc2cccn3nc(C(C)C)nc23)c1 | -2.8 | -5.7
COc1cccc(NC(=O)c2cc(S(=O)(=O)N3CCc4ccccc43)ccc2F)c1 | -5.6 | -12.0
Cc1ccccc1Cc1c(C)nc2nc(SCC(=O)NCCCN3CCCCC3)nn2c1C | -2.2 | 0.0
CC(C)CNC1CCS(=O)(=O)C1 (stereo not drawn) | -10.7 | -1.1
O=C(O)C1CSC(c2cc(Br)c(O)c(Br)c2)N1 (stereo not drawn) | 0.7 | 0.0
COc1cc(OC)cc(C2=Cc3ccccc3C(CC(C)=O)N2c2ccc(-c3cccs3)cc2)c1 (stereo not drawn) | -3.3 | 40.3
CSc1nnc(-c2ccc(C(C)(C)C)cc2)n1-c1ccc(Cl)cc1 | -1.9 | nt
COc1ccc(/C=C/C2=NC(=C/c3ccc(Cl)cc3Cl)/C(=O)O2)cc1 | 6.1 | 18.0
O=C(CSc1nc2ccccc2o1)c1ccccc1 | -2.2 | -7.1
Cc1ccccc1N1CCN(C(=O)c2cccc(Br)c2)C(C)C1=O (stereo not drawn) | -1.0 | -3.1
COc1ccc(N(CC(=O)N2CCOCC2)S(C)(=O)=O)cc1Cl | -4.7 | -0.6
CCOc1ccccc1NC(=O)N1CCCC1c1cc(C)on1 (stereo not drawn) | -1.8 | 4.1
CCOc1ccc(NC(=O)c2ccccc2OCC)cc1 | 8.9 | -11.4
Cc1ccc(C(=O)N2CCC(c3nc4cccnc4n3C)C2)c(C)c1 (stereo not drawn) | 0.2 | 0.6
Cn1cnc2c1CN(C(=O)c1ccc(F)c(Cl)c1)CC2 | -2.5 | 5.6

Among those listed so far, these have a Cl atom:
molecule | Pf apPOL block | mHTT-CaM PPI inh
O=C(CSc1cn(Cc2ccccc2Cl)c2ccccc12)Nc1ccc2c(c1)OCCO2 | -6.5 | 22.0
O=C(c1ccc(OCC2CCN(C(=O)c3cccc(Cl)c3)CC2)cc1)N1CCOCC1 | -3.9 | 12.4
O=C1OC(c2cc([N+](=O)[O-])ccc2Cl)=N/C1=C\c1ccc(Br)o1 | -0.6 | 8.0
CCC(=O)Nc1ccc(SCC(=O)Nc2ccc(F)c(Cl)c2)nn1 | -7.2 | -9.1
O=C(CN1CCc2ccccc2C1C(=O)N1CCCCC1)NCc1cccc(Cl)c1 (stereo not drawn) | -1.7 | -1.2
Cc1cc2c(c(C)c1Cl)C(c1ccc3c(c1)OCO3)CC(=O)O2 (stereo not drawn) | -1.0 | 0.3
O=C(Cc1ccc(F)cc1)N1CCCC1c1ccccc1Cl (stereo not drawn) | -7.1 | 6.3
Cc1ccc(F)c(NC(=O)C(C)(C)Oc2ccc(Cl)cc2)c1 | 10.1 | -115.1
CCN1/C(=C2\SC(=S)N(C)C2=O)Sc2ccc(Cl)cc21 | nt | 0.5
O=C(NC1CCCCC1)C1CCCN(C(=O)c2ccc(Cl)cc2)C1 (stereo not drawn) | -7.0 | 22.8
Cc1ccc(NC(=O)CC(C)C)cc1Cl | 1.7 | -6.0
O=C(Nc1ccc(Cl)cc1Cl)c1cnn2cccnc12 | 2.0 | 3.0
Fc1ccc(-c2nnc(-c3ccccc3Cl)o2)cc1 | 4.2 | -13.2
Cc1ccc(NC(=O)c2cc([N+](=O)[O-])ccc2NCCO)cc1Cl | -3.3 | 38.5
Cc1ccc(S(=O)(=O)N(CC(=O)NCCSc2ccccn2)c2ccccc2Cl)cc1 | 10.0 | -1.0
CSc1nnc(-c2ccc(C(C)(C)C)cc2)n1-c1ccc(Cl)cc1 | -1.9 | nt
COc1ccc(/C=C/C2=NC(=C/c3ccc(Cl)cc3Cl)/C(=O)O2)cc1 | 6.1 | 18.0
COc1ccc(N(CC(=O)N2CCOCC2)S(C)(=O)=O)cc1Cl | -4.7 | -0.6
Cn1cnc2c1CN(C(=O)c1ccc(F)c(Cl)c1)CC2 | -2.5 | 5.6

Bioassay records deposited in PubChem BioAssay by University of Kansas High Throughput Screening Laboratory.
